Compound activity: PubChem BioAssay, National Center for Advancing Translational Sciences (NCATS)
CCT chaperon mod = changes cytosolic chaperonin activity | activity change, % (test concentration not listed), hits read low | purified chaperonin ATPase assay, HTRF ADP detection, 30 min | AID 651819 | 0.3% of 360,000 active; in the data active = activity change below about -30%; also: % is scaled to controls: 0 for no effect and ±100 for the full control effect
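TRiC (40 or 20 nM final, by batch activity) in 30 mM Tris pH 7.4, 100 mM KCl, 5 mM MgCl2, 1 mM DTT was treated with compound at 76 uM single dose, then 10 uM ATP, 30 min at 37 °C. ADP was read by HTRF Transcreener.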
EPAC2 antagonist = blocks human EPAC2 exchange factor. 0.18% of 360,000 active. AID 720708. Q8WZA2. Potency, µM (highest dose often 114 µM), for inactives: at the highest dose activity, negative = inhibition, actives largely listed as inhibitors. EPAC2 GEF exchange of Rap1B-BODIPY-GDP, fluorescence; also: potency is read from the fitted curve at half-maximal effect; % is scaled to controls: 0 for no effect and ±100 for the full control effect; nearly all actives have a fitted effect of over 45% in size; many of its hits are not listed in these tables
Target sequence (Q8WZA2 whole entry, looked up): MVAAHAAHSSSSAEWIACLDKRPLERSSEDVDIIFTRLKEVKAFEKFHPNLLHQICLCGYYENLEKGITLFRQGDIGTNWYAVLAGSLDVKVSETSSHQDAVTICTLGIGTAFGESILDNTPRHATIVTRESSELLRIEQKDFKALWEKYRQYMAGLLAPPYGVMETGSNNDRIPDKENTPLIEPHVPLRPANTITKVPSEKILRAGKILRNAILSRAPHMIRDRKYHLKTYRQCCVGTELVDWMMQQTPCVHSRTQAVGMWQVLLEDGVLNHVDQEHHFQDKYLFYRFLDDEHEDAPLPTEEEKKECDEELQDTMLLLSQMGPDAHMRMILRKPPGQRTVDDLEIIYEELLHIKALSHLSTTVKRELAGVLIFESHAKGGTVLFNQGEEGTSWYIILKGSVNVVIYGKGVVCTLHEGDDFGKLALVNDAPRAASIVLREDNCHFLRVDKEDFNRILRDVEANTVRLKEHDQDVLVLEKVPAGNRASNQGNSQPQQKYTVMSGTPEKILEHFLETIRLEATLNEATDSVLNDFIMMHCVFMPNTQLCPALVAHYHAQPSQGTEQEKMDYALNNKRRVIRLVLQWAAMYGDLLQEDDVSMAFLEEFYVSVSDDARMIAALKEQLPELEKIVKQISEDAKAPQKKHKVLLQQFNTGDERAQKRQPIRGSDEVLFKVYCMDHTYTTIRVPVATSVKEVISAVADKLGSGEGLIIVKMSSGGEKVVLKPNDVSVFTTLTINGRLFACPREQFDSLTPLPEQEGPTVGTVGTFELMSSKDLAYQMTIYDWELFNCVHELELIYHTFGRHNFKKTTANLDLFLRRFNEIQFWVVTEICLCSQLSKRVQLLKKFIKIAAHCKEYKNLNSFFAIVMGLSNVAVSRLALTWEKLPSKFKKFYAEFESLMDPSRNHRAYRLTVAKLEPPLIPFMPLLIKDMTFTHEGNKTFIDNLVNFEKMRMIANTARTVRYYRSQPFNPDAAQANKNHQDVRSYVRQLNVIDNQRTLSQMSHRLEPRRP
Mm-Cpn inhibitor = M. maripaludis TRiC chaperonin inhibition | purified Mm-Cpn ATPase, ADP Transcreener TR-FRET | Potency, µM (top dose mostly 76.9 µM), for inactives: top-dose activity, negative = inhibition, hits mostly inhibitors | 0.031% of 330,000 active; also: potency is read from the fitted curve at half-maximal effect; % is scaled to controls: 0 for no effect and ±100 for the full control effect; nearly all actives have a fitted effect of over 80% in size
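TR-FRET (320 nm excitation; 590 and 665 nm emission) reports ADP made from 10 uM ATP by 25 nM enzyme; compounds were preincubated 10 min, reaction run 30 min, both at 37°C.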
EPAC2 ag = activates human EPAC2 exchange factor. Q8WZA2. EPAC2 activation, biochemical qHTS; response scale: 100% = 6.5 mM cAMP response. Potency, µM (titrated, usually from 154 µM), inactives show top-dose activation, most hits filed as activators. 0.079% of 360,000 active; also: potency is read from the fitted curve at half-maximal effect; nearly all actives have a fitted effect of over 50% in size
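Nucleotide exchange monitored as fluorescence drop when BODIPY-GDP leaves Rap1B. Reaction: 100 nM EPAC2, 250 nM RAP1B-BODIPY-GDP, 50 uM GDP, room temperature, kinetic read over 30 min. Activity expressed relative to 6.5 mM cAMP.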
pAkt inh = inhibitors of Akt phosphorylation. Neuro2A IGF-stimulated pAkt S473 HTRF, 20 min; hits give low values. 0.32% of 360,000 active. activity change, % for hits at 50 µM. AID 651550; in the data active = activity change below about -80%; inconclusive = mostly about -51% to -80%; also: % is scaled to controls: 0 for no effect and ±100 for the full control effect
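Neuro2A cells in DMEM with 0.5% FBS, overnight at 37 deg C, given compound at single 50 µM final, then IGF (6 nM final) for 20 min at 37 deg C. Lysed; phospho-Akt Ser473 by HTRF after 24 h, 665/615 ratio.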
TGFb SMAD3 inh = blocks TGF-b signaling | HepG2 CAGA-GFP TGF-b/SMAD3 reporter, GFP fluorescence, 18 h; TGF-beta stimulated, 500 pg/mL final | Potency, µM (doses to about 46.1 µM), inactives show at the top dose activity, negative = inhibition, most hits filed as inhibitors | 1.2% of 410,000 active | AID 588855; also: potency is read from the fitted curve at half-maximal effect; % is scaled to controls: 0 for no effect and ±100 for the full control effect; nearly all actives have a fitted effect of over 65% in size
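TGF-beta reporter screen: HEPG2 CAGA-GFP, 1% FBS, 500 pg/mL TGF-beta final, 18 h; per-cell GFP summed per well; curves fitted and categorized by class.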
A549 tox = A549 cytotoxicity, counter-screen for Nrf2 inhibitors | Potency, µM (doses to about 46 µM), inactives show at the top dose activity change, negative = cytotoxicity, hits mostly inhibitors | A549 ARE-Fluc cells, CellTiter-Fluor viability, 18-24 h | 0.16% of 390,000 active | AID 504648; also: potency is read from the fitted curve at half-maximal effect; % is scaled to controls: 0 for no effect and ±100 for the full control effect
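A549 ARE_Fluc cells in 5% FBS OPTI-MEM were exposed to compounds in concentration-response for 18-24 h at 37 deg C. Viability was read by CellTiter-Fluor fluorescence (Ex 405/Em 525) after 30 min, before the luciferase read.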
Nrf2 block = blocks Nrf2 signaling; A549 ARE-Fluc reporter, luciferase luminescence, 18-24 h; Potency, µM (series often up to 46 µM), for the others: at the top dose activity change, negative = inhibition, actives largely listed as inhibitors; 2.1% of 360,000 active; also: potency is read from the fitted curve at half-maximal effect; % is scaled to controls: 0 for no effect and ±100 for the full control effect; nearly all actives have a fitted effect of over 60% in size
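A549 ARE_Fluc cells (5000/well, 5% FBS OPTI-MEM) pre-incubated 2 h, then treated with compounds 18-24 h at 37C/5% CO2 in concentration-response. CellTiter-Fluor viability read first; BugLite luciferase luminescence after 15 min at room temperature gives Nrf2 activity.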
Nrf2 ARE act = Nrf2 pathway activation. 0.31% of 410,000 active. Potency, µM (doses to about 46.1 µM), inactives show at the highest dose activation, hits mostly activators. AREc32 ARE-luciferase reporter (MCF7-derived line), luminescence, 24 h; also: potency is read from the fitted curve at half-maximal effect; % of control where 0% means no effect; nearly all actives have a fitted effect of over 65% in size
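For detection, Steady-Glo was added and plates sat 30 min at RT; before that, AREc32_Fluc cells grown overnight in OPTI-MEM/5% FBS had been treated with 23 nL compound for 24 hr at 37 deg C.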
An asterisk follows results filed as active; i = inactive; u = inconclusive; x = no result given; & = joins results of further samples; [ ] = another dose, or the depositor's remark. Unless noted, calls follow the shape of the dose curve; as a rule, active = well fitted curve in the direction sought with a large enough effect; inconclusive = small, poorly fitted or top-dose-only effect, or another doubt; inactive = no such curve, though single readings can be large; an effect the other way counts as inactive or inconclusive. Not all compounds are listed; count on the stated rates, not on these rows.

no.	SMILES	CCT chaperon mod	EPAC2 antagonist	Mm-Cpn inhibitor	EPAC2 ag	pAkt inh	TGFb SMAD3 inh	A549 tox	Nrf2 block	Nrf2 ARE act
1	Cc1cccc2c(SCC(=O)NCC3CCCO3)nc(-c3ccc(F)cc3)nc12 (centres undefined)	-4.4	-3%	-5%	3%	i	-3%	-4%	u	0.1%
2	CC(Sc1nnc(COc2ccc([N+](=O)[O-])cc2)n1-c1ccccc1)C(=O)O (centres undefined)	-5.3	7%	0%	-6%	i	-2%	-6%	-2%	-0.1%
3	Cn1c(CCC(N)=O)nnc1SCC(=O)Nc1cc(S(=O)(=O)N2CCCC2)ccc1Cl	-1.8	1%	-1%	-2%	i	0%	0%	7%	-0.3%
4	COC(=O)/C=C1/SC(=NC(=O)c2ccc(OC)cc2)NC1=O	-5.2	34%[activator]	0%	-2%	i	1%	0%	-16%	0.4%
5	CCc1c(C#N)c(SCCC(=O)Nc2ccc(F)cc2)nc2c1C(=O)CC(C)(C)C2	-2.2	2%	0%	17%	i	u	u	18µM*	-0.1%
6	O=C(COC(=O)c1c(F)cccc1F)Nc1ccccc1OC(F)F	-3.5	-5%	2%	5%	i	3%	5%	2%	0.2%
7	Cc1cc(C)n2nc(C(=O)Nc3ccn(Cc4ccccc4C)n3)cc2n1	-3.0	-2%	1%	-2%	i	-5%	4%	u	0.1%
8	CC(C)(C)C(=O)Nc1nnc(CC(=O)NCc2ccccc2)s1	2.5	-1%	-8%	-4%	i	11%	2%	1%	-0.4%
9	CCN(CC)C(=O)c1cn(-c2cccc(OC)c2)c(=O)c2ccccc12	0.9	0%	1%	5%	i	-1%	-6%	3%	-0.4%
10	CCCCCCOC(=O)CCn1[nH]c(=O)c2ccccc2c1=O	1.2	12%	-2%	-16%	i	2%	1%	-1%	-0.5%
11	CN(C)[C@@H]1CCC[C@H]1OC(=O)C(c1ccccc1)c1ccccc1	-1.7	-5%	0%	2%	i	-24%	4%	3%	0.1%
12	N=c1oc2cc(O)ccc2cc1C(=O)Nc1nc2ccccc2s1	1.0	7%	-3%	-13%	i	-4%	u	u	5.2%
13	Cc1ccc(OCC(=O)N/N=C/C=C/c2ccco2)c(Br)c1	0.7	-4%	-1%	2%	i	-13%	0%	-5%	26%
14	COc1ccccc1C(=O)Nc1nnc(SCC(=O)NCC2CCCO2)s1 (centres undefined)	-0.4	4%	-3%	4%	i	13%	0%	u	-0.6%
15	COc1ccc(Cn2c(=O)[nH]c3cc(C(=O)N4CCN(c5cccc(Cl)c5)CC4)ccc3c2=O)cc1	x	x	x	x	x	u	1%	-9%[9.27 µM]	-0.8%
16	O=C(N/N=C/c1cc2ccccc2nc1Cl)/C(=C/c1cccs1)NC(=O)c1ccccc1	2.3	-14%	-2%	-4%	i	-1%	2%	-13%	2.9%
17	Cc1nn(C)c(C)c1S(=O)(=O)N1CCC(C(=O)Nc2ccc3c(c2)OCCO3)CC1	-0.9	7%	0%	8%	i	-1%	-12%	13%	-0.1%
18	Cc1cccc(-c2ncc(CN3CCN(CCC(C)C)C(CCO)C3)cn2)c1 (centres undefined)	0.0	3%	5%	4%	i	-8%	-2%	-20%	0.5%
19	CC(C)c1ccc(NC(=O)C2(C)Cc3c(-c4cccc(C(F)(F)F)c4)ccnc3O2)cc1 (centres undefined)	-2.5	5%	x	2%	i	11%	x	x	3.9%
20	CNC(=O)C1CC(=O)N(c2ccc(OCC(=O)Nc3ccccc3C)cc2)C1 (centres undefined)	-0.1	2%	2%	-3%	i	1%	-1%	1%	0.2%
21	COc1ccc2oc(C(=O)NCC(c3ccco3)N(C)C)c(C)c2c1 (centres undefined)	-0.3	-24%	-2%	7%	i	-1%	8%	u	5.6%
22	COc1ccc(/C=C2/SC(=O)N(CCCCCC(=O)Nc3ccccc3C(=O)O)C2=S)cc1	-2.0	u	-1%	7%	i	-2%	1%	-5%	-3.1%
23	CCCOc1ccc(C(=O)Nc2c[nH]c(=O)[nH]c2=O)cc1	-0.3	16%	4%	6%	i	-1%	-4%	2%	-0.2%
24	CCOc1ccc(CCNC(=O)C2CCN(S(=O)(=O)N3CCCCC3)CC2)cc1OCC	-2.0	-5%	2%	6%	i	0%	1%	13%	0.1%
25	Cc1ccc(C)n1-c1ccc(C(=O)NN=C2CCCC2)cc1	-0.3	-2%	1%	4%	i	3%	-4%	8%	-0.2%
26	COc1cc(NC(=O)Cc2ccccc2OC)cc(OC)c1	-0.6	3%	-2%	-5%	i	6%	17%	1%	-0.3%
27	CCN(CC(=O)Nc1ccc2c(c1)OCCO2)C(=O)C1CC(=O)N(c2ccc(OC)cc2OC)C1 (centres undefined)	-0.1	8%	2%	-5%	i	23%	-9%	-5%	0.0%
28	OC(c1ccc(CN2CCCCC2)cc1)c1ncc(-c2ccccc2F)[nH]1 (centres undefined)	-1.3	-2%	x	6%	i	-3%	x	x	0.4%
29	Cc1ccc(Cn2cnc3c(cnn3C(C)(C)C)c2=O)cc1	-1.2	-14%	1%	3%	i	-26%&3%	5%	u	3.0%
30	O=C(CN1c2cccc3cccc(c23)S1(=O)=O)NCCc1ccc(F)cc1	0.8	4%	-2%	-4%	i	0%	12%	-8%	2.9%
31	O=C(NCc1ccc2c(c1)OCO2)C1CCN(c2nccc(C(F)(F)F)n2)CC1	-2.5	-7%	3%	8%	i	4%	2%	17%	0.9%
32	CCn1c(CNC(=O)c2ccc(OC)cc2)nnc1SCC(=O)Nc1cccc(C)c1	x	x	x	x	x	-40%	-8%	-4%	-0.3%
33	O=C(CNS(=O)(=O)c1ccc(Br)s1)NCc1ccc2c(c1)OCO2	-2.9	-4%	1%	7%	i	-3%	1%	-24%	-0.9%
34	COc1cc2nc(C3CCC3)n(NC(=O)C3CCC3)c(=O)c2cc1OC	0.8	2%	2%	-1%	i	-4%	-8%	14%	-0.4%
35	CCCCn1c(N)c(N(Cc2ccccc2OC)C(=O)COc2ccc(C)cc2)c(=O)[nH]c1=O	-0.5	-2%	0%	-4%	i	1%	-19%	-7%	0.1%
36	COCc1cccc(NC(=O)Cc2cccc3ccccc23)c1	-1.6	14%	3%	23%	i	2%	3%	-27%	-0.5%
37	CCOC(=O)CNC(=S)N(Cc1cccs1)C1CCCC1	-2.5	6%	2%	-1%	i	-23%	-1%	13%	0.1%
38	CCc1nc(SCC(=O)c2cccc([N+](=O)[O-])c2)n[nH]1	-0.3	7%	0%	2%	i	-9%	-2%	8%	0.1%
39	Cc1cc(C)c(C#N)c(Oc2ccc(O)cc2)n1	-1.1	8%	-4%	7%	i	-13%	4%	-2%	2.8%
40	CCOC(=O)c1c(NC(=O)CSc2cn(CCNC(=O)c3ccccc3F)c3ccccc23)sc2c1CCCC2	x	x	x	x	x	3%	-2%	-18%	0.3%
41	CC1=CC(C)(C)N(C(=O)CSc2nnc(-c3ccccc3)o2)c2ccc(C)cc21	1.3	1%	x	13%	i	u	-21%	26µM*	2.5%
42	COc1cc(/C=N/NC(=O)Cc2ccccc2)cc(OC)c1OC	0.9	-12%	0%	8%	i	-5%	19%	-15%	0.3%
43	COc1cc(NC(=O)c2c(-c3ccccc3Cl)noc2C)c2ncccc2c1	-1.3	3%	x	3%	i	-9%	-7%	8%	0.4%

Entries of single compounds, quoted from the list.
O=C(CNS(=O)(=O)c1ccc(Br)s1)NCc1ccc2c(c1)OCO2 is listed as CCT chaperon mod: -2.9; EPAC2 antagonist: -4%; Mm-Cpn inhibitor: 1%; EPAC2 ag: 7%; pAkt inh: i; TGFb SMAD3 inh: -3%; A549 tox: 1%; Nrf2 block: -24%; Nrf2 ARE act: -0.9%
Cc1ccc(C)n1-c1ccc(C(=O)NN=C2CCCC2)cc1 is listed as CCT chaperon mod: -0.3; EPAC2 antagonist: -2%; Mm-Cpn inhibitor: 1%; EPAC2 ag: 4%; pAkt inh: i; TGFb SMAD3 inh: 3%; A549 tox: -4%; Nrf2 block: 8%; Nrf2 ARE act: -0.2%

Only TGFb SMAD3 inh, Nrf2 ARE act and EPAC2 antagonist, for some of the entries so far:
item	structure	TGFb SMAD3 inh	Nrf2 ARE act	EPAC2 antagonist
23	CCCOc1ccc(C(=O)Nc2c[nH]c(=O)[nH]c2=O)cc1	-1%	-0.2%	16%
40	CCOC(=O)c1c(NC(=O)CSc2cn(CCNC(=O)c3ccccc3F)c3ccccc23)sc2c1CCCC2	3%	0.3%	x
33	O=C(CNS(=O)(=O)c1ccc(Br)s1)NCc1ccc2c(c1)OCO2	-3%	-0.9%	-4%
21	COc1ccc2oc(C(=O)NCC(c3ccco3)N(C)C)c(C)c2c1 (centres undefined)	-1%	5.6%	-24%
